Assay outcomes from PubChem.
PglD inh: blocks C. jejuni PglD acetyltransferase activity. 360,000 tested, 0.098% active. AID 602405. purified PglD enzyme, DTNB colorimetric CoA detection. inhibition, % at 12.5 µM; in the data active = inhibition above about 16%, passing the limit was not always enough; note: strong numbers were not always called active
GSIS activator: GLuc luminescence reporter in INS-1E cells, primary screen for activators of glucose-dependent secretion of insulin; activation, % at 16.6 µM; 370,000 tested, 0.61% active; INS-1E GLuc reporter insulin secretion, 2-3 h;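 active = lowest replicate activation of at least 40%, so every replicate reaches that level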;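 note: 0% = median of neutral control wells and 100% = median of IBMX positive control wells; some compounds called inactive have numbers as strong as hits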
PAX8 reporter: PAX8 transcriptional activity inhibition | RMG-I TPO-luciferase reporter, SteadyGlo, 24 h | inhibition, % at 12.6 µM | 360,000 tested, 1.2% active;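 active = mean replicate inhibition at least 60% with every replicate also reaching 60%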;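 note: luciferase light reporting Pax8 driven TPO promoter activity; plate controls were median of neutral control wells for no effect and mitoxantrone controls for full effect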
C2C12 statin: protects C2C12 myotubes from simvastatin toxicity; ATP luminescence, 48 h; scaled: DMSO 0, geranylgeraniol control 100; rescue of ATP level, % at 7.49 µM; 330,000 tested, 0.78% active;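 active = mean ATP rescue above about 67%, or every replicate alone reaching that limit, limit read from the data, passing the limit was not always enough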;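 note: myotubes were challenged with 10 µM simvastatin during compound exposure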
Cneo AK release: Cryptococcus neoformans lysis via adenylate kinase release; 360,000 tested, 0.2% active; lysis activity, % at 15 µM; C. neoformans lysis, adenylate kinase release luminescence, 4 h; normalised: neutral wells 0, clomiphene wells 100;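 active = mean lysis activity across replicates of at least 80%, whatever share of replicates individually reach that level; inactive = mean lysis activity below 80%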
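read-out = cell lysis signal | test system = log-phase Cryptococcus neoformans yeast cells | input = cells at 5 × 10^6 per mL | medium = fresh YPD growth medium | signal = luminescent adenylate kinase detection reagent | timing = 4 h at 37 °C static, read 1 h later | dosing = single dose | controls = Clomiphene as positive lysis control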
ARNT TACC3 PPI: ARNT/TACC3 interaction disruption; 390,000 tested, 0.66% active; AID 623870; inhibition, % at 9.99 µM; Q9Y6A5; AlphaScreen His-ARNT PAS-B/GST-TACC3 binding, luminescence; TACC3 fragment carries E629A point mutation;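 active = mean inhibition of replicates at least 50% and at least half of replicates each reaching 50%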;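 note: 0% = complete ARNT plus TACC3 wells and 100% = ARNT alone without TACC3; many hits fall short of the cut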
LGR2 inh: blocks bursicon-induced cAMP signaling via Drosophila LGR2 | 380,000 tested, 0.35% active | HEK293 LGR2, CRE-luciferase, bursicon-stimulated, 4 h | inhibition, % at 9.99 µM;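 active = drop in luminescence signal, shown as inhibition above about 50% in the replicate tests, limit read from the data, passing the limit was not always enough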;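 note: agonist challenge used bursicon conditioned medium at about half maximal strength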
PGC1a acetyl inh: modulators of PGC1a acetylation; AID 651687; 350,000 tested, 0.17% active; inhibition, % at 15.6 µM; U2OS PGC1a acetylation, AlphaScreen anti-acetyl-lysine; with virally co-expressed GCN5 acetyltransferase;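 active = every replicate shows inhibition of at least 40%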;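 note: 0% = neutral control wells and 100% = positive control wells; some results beyond the cut were filed as inactive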
* hit, by the source's call; x = not tested or not shown.

The line under a structure holds: ARNT TACC3 PPI	C2C12 statin	GSIS activator	PglD inh	LGR2 inh	Cneo AK release	PAX8 reporter	PGC1a acetyl inh
C[C@H](CO)N1C[C@H](C)[C@H](CN(C)S(C)(=O)=O)Oc2ncc(Br)cc2C1=O
  -11	x	20	-4	11	-2	x	-6
C[C@@H]1CN([C@@H](C)CO)C(=O)c2cc(NS(=O)(=O)c3ccc(F)cc3)ccc2O[C@H]1CN(C)C(=O)Nc1cccc2ccccc12
  0	x	-16	-2	10	1	x	4
COC(=O)CCC(=O)Nc1sc(C)c(C)c1C(N)=O
  1	111*	x	0	x	1	x	1
Cc1n[nH]c(=O)c2c(NC(=O)CSc3ccccc3Cl)oc(C)c12
  -14	-4	4	-5	-8	4	-1	9
CC(C)Oc1cc(F)ccc1-c1cc(C(=O)NC2CCCCC2)[nH]n1
  x	-4	-15	3	1	-1	21	4
COc1ccccc1NC(=O)COc1ccccc1C(=O)c1cnn(-c2ccccc2)c1
  4	x	9	x	-20	x	-102	x
Cc1ccc(N(CCC(=O)N2CCOCC2)S(=O)(=O)c2ccccc2)cc1
  -3	-1	4	-5	7	1	7	x
O=C(Nc1c2c(nn1-c1cccc(Cl)c1)CS(=O)(=O)C2)c1cccs1
  x	2	15	4	1	1	12	-13
COCC#Cc1cnc2c(c1)C(=O)N([C@@H](C)CO)C[C@@H](C)[C@@H](CN(C)C(=O)c1ccc(F)cc1)O2
  -22	4	-14	2	1	6	x	1
Cc1cccc(N2CCN(C(=O)c3cc(S(=O)(=O)N4CCCC4)cn3C)CC2)c1C
  17	-23	-17	4	-12	4	27	10
Cc1[nH]n(-c2ccc([N+](=O)[O-])cc2)c(=O)c1C=NCCN1CCN(C(=O)c2ccccc2F)CC1
  -1	x	x	6	x	0	-16	1
CCOC(=O)c1nnn(-c2nonc2N)c1COc1cc(C)c(Cl)c(C)c1
  -2	-3	x	-1	x	0	x	-16
Cc1[nH]c(=O)[nH]c(=O)c1S(=O)(=O)N1CCCC1
  -5	4	-20	-3	-11	-4	x	-2
Cc1ccccc1NC(=O)c1c(C)cc(=O)oc1C
  -7	14	-5	1	12	0	2	-4
CCN(CC(=O)Nc1ccccc1OC)C(=O)c1cc(-c2ccccc2)nn1-c1ccccc1
  -2	5	-12	10	0	1	0	-2
COn1c(SCc2ccccc2)nc2ccccc2c1=O
  -5	x	x	3	x	1	1	x
C[C@H](CO)N1C[C@H](C)[C@H](CN(C)Cc2ccc(F)cc2)Oc2cc(C#CC(C)(C)O)ccc2S1(=O)=O
  1	1	-1	-1	-9	1	-10	-18
CCNC(=O)C[C@H]1CC[C@@H]2[C@@H](COc3ccc(NS(=O)(=O)c4ccccc4C)cc3C(=O)N2C)O1
  -6	-6	4	4	8	0	-6	-2
CCOC(=O)C1(CCOc2ccccc2)CCN(Cc2cnc(SC)nc2)CC1
  -3	2	-17	8	-1	17	27	11
CC(=O)c1ccc(N2CCN(S(=O)(=O)c3cc4c(cc3C)NC(=O)CO4)CC2)cc1
  4	-10	-1	1	-12	2	44	-3
CNC(=O)c1nc(C)c(C2(C)CC(c3ccccc3)=NO2)s1 (stereo not drawn)
  -6	7	2	1	-39	2	-1	4
CCC(=Nc1ccc(Cc2ccncc2)cc1)c1c(O)n(C)c(=O)n(C)c1=O
  -7	-3	-4	-1	x	0	x	6
COc1cccc(CNC(=O)CN2C(=O)COc3ccc(S(=O)(=O)N4CCCCCC4)cc32)c1
  x	-7	-1	-2	4	3	8	-11
COCC(=O)Nc1ccc2c(c1)OC[C@@H](C)N(Cc1cccnc1)C[C@@H](C)[C@H](OC)CN(C)C2=O
  x	x	3	x	-11	x	-13	-4
CCOC(=O)N1CCN(c2c(NCCOC)c(=O)c2=O)CC1
  0	2	-1	3	10	-1	10	9
COc1ccc(CN(C)C(=O)Cn2cnc3c(NCc4ccccc4)ncnc32)cc1OC
  5	-1	7	-3	-17	-6	9	3
C/C(=N\NC(=O)Cc1c(F)cccc1Cl)c1cccnc1
  -1	-3	23	0	-4	0	-88	4
CCC(C)Nc1nc(-c2ccccn2)nc2ccccc12 (stereo not drawn)
  62*	-18	-1	-15	17	3	28	x
COC(=O)C1=C(N)OC2=C(C(=O)CC(C)(C)C2)C1c1cc2c(cc1Cl)OCO2 (stereo not drawn)
  -27	8	-10	4	15	-4	-3	13
COc1ccc(OCCN2CCN(C(=O)c3ccc(OC(F)F)c(OC)c3)CC2)cc1
  -5	13	-5	1	-15	2	21	-5
CN1C(=O)/C(=C/c2ccccc2OCc2ccccc2F)NC1=S
  -1	61	x	1	x	0	x	3
NC(=O)C1(N2CCCCC2)CCN(C(=S)NCCc2ccccc2)CC1
  5	x	17	x	-24	x	24	-2
O=C(CN1CCCCCC1)Nc1cc(C(F)(F)F)ccc1Cl
  9	4	-5	-1	8	-5	5	-12
CCOC(=O)N1CCN(C(=O)C2CCCCC2)CC1
  -4	x	x	7	x	0	-9	3
CC(C)C#Cc1ccc2c(c1)O[C@H](CN(C)Cc1ccccc1)[C@H](C)CN([C@H](C)CO)S2(=O)=O
  6	-18	2	2	0	23	x	-16
Cc1ccc(C2=NN(C(=O)C3CCCO3)C(c3ccco3)C2)cc1 (stereo not drawn)
  5	5	11	x	-12	-2	13	4
CCCOc1ccc(CCCN=C(N)N)cc1Cl
  x	x	x	3	x	-1	11	15
CCOC(=O)C1(Cc2ccccc2C(F)(F)F)CCN(C2CCN(C(C)=O)CC2)CC1
  4	7	0	-5	5	-2	13	-14
Cc1cc(NC(=O)CSc2nnc(-c3ccncc3)n2Cc2ccccc2)n(-c2ccccc2)n1
  -3	-3	3	x	-1	x	9	-8
O=C(Nc1ccccc1)[C@@H]1[C@@H](CO)[C@@H]2Cn3c(cccc3=O)[C@@H]2N1C(=O)C1CCCC1
  22	18	10	-1	28	-4	x	x
COc1ccc(C(=O)COC(=O)c2n[nH]c3ccccc23)c(OC)c1
  0	25	-3	5	-115	-5	-208	x
C[C@H]1CN([C@@H](C)CO)C(=O)c2cc(NC(=O)Cn3cnnn3)ccc2O[C@@H]1CN(C)Cc1ccc(-c2ccccc2)cc1
  -2	5	7	-1	10	-1	-3	15
CSc1nsc(NC(=O)CCNC(=O)c2ccc([N+](=O)[O-])cc2)n1
  1	-9	-9	1	5	0	-32	-7
CCCCn1c(N)c(N(Cc2ccccc2OC)C(=O)c2c(CC)noc2C)c(=O)[nH]c1=O
  -3	x	5	-1	5	0	7	6
CN(c1ccc(OC(=O)CC2OC(=O)c3ccccc32)cc1)S(=O)(=O)c1ccccc1 (stereo not drawn)
  1	0	-11	-17	-9	-4	13	1
C[C@H](CO)N1C[C@H](C)[C@@H](CN(C)C(=O)Nc2ccc(F)cc2)Oc2c(NC(=O)c3cnccn3)cccc2C1=O
  -1	-50	9	4	12	-2	11	-1
CC(=O)c1cccc(-c2ccnc3c2CC(C(=O)Nc2cccc(Oc4ccccc4)c2)O3)c1 (stereo not drawn)
  x	2	18	1	8	-1	2	x
Cc1cc(C)n2nc(C(=O)NC(C)(C)C)nc2n1
  -5	-1	x	3	x	-2	x	x
CCOc1ccc(N2CC(O)(c3ccc(F)cc3)[N+]3=C2CCCC3)cc1 (stereo not drawn)
  5	x	10	x	21	x	19	-6
Cc1cnc(NC(=O)c2cc(-c3ccccc3)nn2-c2ccccc2)s1
  19	10	8	x	18	x	5	12
Cc1ccnc(NC(=O)c2ccc(C(=O)c3ccccc3)cc2)c1
  2	-1	0	-2	55*	-14	3	x
CC(=O)N1CCc2cc(S(=O)(=O)N3c4ccccc4CC3C)ccc21 (stereo not drawn)
  -2	-103	1	-3	2	0	x	14
O=C1NC(c2cccs2)Nc2sc3c(c21)CCCC3 (stereo not drawn)
  5	-8	54	3	-32	-1	x	-3
COP1(=O)C=C[C@H](N(Cc2ccccc2)S(=O)(=O)c2ccccc2[N+](=O)[O-])[C@@H](C)O1 (stereo partly drawn)
  7	3	-4	7	3	5	0	x
COc1ccc(CNC(=O)c2[nH]c(C(F)(F)F)nc2-c2ccccc2)cc1
  x	12	x	1	15	0	0	1
CCN1CCN(CCNC(=O)c2ccc3c(c2)N(Cc2cccc(Cl)c2)C(=O)c2ccccc2S3=O)CC1 (stereo not drawn)
  5	-40	7	-3	-16	0	3	-3
COc1ccccc1-c1nnc2n1N=C(C)CS2
  -3	-8	x	0	x	-3	x	2
N#CC1(NC(=O)CSc2ccccn2)CCCCC1
  2	-13	10	x	3	x	4	x
COCC(=O)N1CCCCN2[C@H](CO)[C@H](c3ccc(C#Cc4ccccc4)cc3)[C@H]2C1
  -3	5	8	0	8	-3	-8	-2
CC1=C(C(=O)N(C)C)CC(CC(=O)NCCN2CCOCC2)C(=O)N1CCCN1CCCC1=O (stereo not drawn)
  x	3	13	-2	-3	0	-4	-5

Entries shown so far with a furan ring, fused or not (2):
The line under a structure holds: ARNT TACC3 PPI	C2C12 statin	GSIS activator	PglD inh	LGR2 inh	Cneo AK release	PAX8 reporter	PGC1a acetyl inh
Cc1n[nH]c(=O)c2c(NC(=O)CSc3ccccc3Cl)oc(C)c12
  -14	-4	4	-5	-8	4	-1	9
Cc1ccc(C2=NN(C(=O)C3CCCO3)C(c3ccco3)C2)cc1 (stereo not drawn)
  5	5	11	x	-12	-2	13	4

An excerpt from above in order of SMILES length, falling:
The line under a structure holds: ARNT TACC3 PPI	C2C12 statin	GSIS activator	PglD inh	LGR2 inh	Cneo AK release	PAX8 reporter	PGC1a acetyl inh
C[C@H]1CN([C@@H](C)CO)C(=O)c2cc(NC(=O)Cn3cnnn3)ccc2O[C@@H]1CN(C)Cc1ccc(-c2ccccc2)cc1
  -2	5	7	-1	10	-1	-3	15
CN(c1ccc(OC(=O)CC2OC(=O)c3ccccc32)cc1)S(=O)(=O)c1ccccc1 (stereo not drawn)
  1	0	-11	-17	-9	-4	13	1
O=C(CN1CCCCCC1)Nc1cc(C(F)(F)F)ccc1Cl
  9	4	-5	-1	8	-5	5	-12

New compounds follow:
The line under a structure holds: ARNT TACC3 PPI	C2C12 statin	GSIS activator	PglD inh	LGR2 inh	Cneo AK release	PAX8 reporter	PGC1a acetyl inh
O=C(CSc1nnc(CNC(=O)c2cccs2)o1)NCC1CCCO1 (stereo not drawn)
  1	4	x	x	4	x	-9	-1
Cc1ccc(S(=O)(=O)NNC(=O)/C=C/c2cccc(F)c2)cc1
  -2	7	-3	7	4	5	2	-2
CCn1c(SCC(=O)NC2CC2)nnc1-c1ccccn1
  14	x	11	-2	13	1	-10	-2
COc1ccc(-c2noc(N3CCC(C(=O)Nc4ccc(F)cc4)CC3)n2)cc1
  -3	-7	x	-1	-18	-5	-72	x
Cc1oc(C(C)(C)C)cc1C(=O)NCc1ccc2c(c1)OCO2
  2	5	x	-2	9	-4	-2	-2
CN1C[C@@H]2[C@@H]3C(=O)N(Cc4ccccc4)C(=O)[C@@H]3[C@](C)(C1=O)N2C(=O)c1ccc(Cl)cc1
  3	8	-1	2	6	-2	10	9
COc1ccc(NC(=O)NC2(C)CCS(=O)(=O)C2)cc1 (stereo not drawn)
  0	-10	8	-4	-4	-1	-13	-6
C[C@H]1CN([C@@H](C)CO)S(=O)(=O)c2ccc(C#CCC3CCCC3)cc2O[C@@H]1CN(C)C(=O)CC1CC1
  9	-42	x	6	x	-5	50	31
Cc1ccc(S(=O)(=O)N(C)C[C@@H]2Oc3ccc(NC(=O)C4CC4)cc3C(=O)N([C@H](C)CO)C[C@H]2C)cc1
  -6	-24	17	1	3	-1	7	7
CC(OC1=CC(=O)CCC1)C(=O)c1ccccc1 (stereo not drawn)
  -4	15	x	-2	x	2	-12	-8

The order is random; 2.9% or so of the library scored in one or more.
